# OXTR potentiator = potentiators of human oxytocin receptor; P30559; CHO-OTR cells, Fluo-8 calcium fluorescence, potentiator mode; 0% = oxytocin EC15, 100% = EC100; activation, % at 3 µM; 0.061% of 320,000 active; AID 2445;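 active = activation above that plate's cutoff, the mean activation of tested compounds plus 3 SD, cut at about 6.6% in these data, passing the limit was not always enough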;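 note: 100% uses oxytocin at 75 nM as the full agonist control; some results filed as inactive read as strong as hits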
#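 Material: CHO-OTR cells, human receptor; compound dosing: single dose, 3.0 µM nominal final compound concentration; schedule: 6 min compound pre-incubation at room temperature, 100 s kinetic read; measured by: kinetic Fluo-8 calcium fluorescence; read-out basis: % activation vs EC15 and EC100 oxytocin; controls: EC15 oxytocin alone as 0%, 75 nM oxytocin as 100%; replicates: singlicate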
# MEKK2wt PB1 HTS = raises or lowers MEK5 binding to wildtype human MEKK2 PB1 domain; binding response (% of control), % at 10 µM; Q9Y2U5; bead flow cytometry, Alexa488-MEK5 binding to MEKK2 WT; actives lie on both sides; 1.1% of 290,000 active; in the data active = binding response below about 67% or above about 130%
# NALP1 yeast inh = blocks the NALP1 inflammasome reconstituted in yeast; inhibition, % at 10 µM; S. cerevisiae NALP1/ASC/caspase-1 growth, X-gal OD620, 72 h; 0.61% of 280,000 active; in the data active = inhibition mostly above about 24%, no sharp cut-off; inactive = mostly below about 32%; note: some compounds called inactive have numbers as strong as hits
# GPR7 antagonist = blocks human GPR7 receptor signaling. GPR7-expressing cells, fluorescence antagonist assay. inhibition, % at 4.4 µM. 1.1% of 290,000 active. AID 1861. P48145; in the data active = inhibition above about 16%, passing the limit was not always enough;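 note: cells stimulated with the agonist NPW; 0% = agonist with vehicle and 100% = vehicle without agonist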
# Target sequence (P48145 whole entry, looked up): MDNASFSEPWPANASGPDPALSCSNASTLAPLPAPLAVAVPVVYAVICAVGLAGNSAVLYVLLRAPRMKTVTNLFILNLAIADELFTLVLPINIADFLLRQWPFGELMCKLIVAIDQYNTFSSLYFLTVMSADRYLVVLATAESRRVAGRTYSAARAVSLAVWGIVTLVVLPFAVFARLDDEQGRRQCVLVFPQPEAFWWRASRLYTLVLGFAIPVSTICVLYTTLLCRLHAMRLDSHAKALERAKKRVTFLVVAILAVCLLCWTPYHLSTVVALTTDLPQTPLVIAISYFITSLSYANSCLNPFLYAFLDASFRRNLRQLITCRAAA
# OXTR ag = agonists of human oxytocin receptor | P30559 | CHO-OTR cells, Fluo-8 calcium fluorescence; normalized: DMSO 0%, oxytocin 100% | activation, % at 3 µM | 0.32% of 320,000 active;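 active = activation above the mean of all tested compounds plus 3 SD, cutoff set per screening run, cut at about 20% in these data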;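 note: peak over basal fluorescence ratio from a 100 s FLIPR kinetic read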
# GalR3 antag = blocks the human galanin receptor 3; O60755; HEK293 GalR3-CNG cAMP membrane potential fluorescence; galR3 body fused to GalR1 C-terminus; 0.44% of 360,000 active; inhibition, % at 3 µM;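 active = inhibition above the screen-wide average plus 3 SD, cut at about 13% in these data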;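 note: forskolin and galanin both at EC90 stimulate the cells; cAMP rise reported by CNG channel membrane potential dye signal; 0% = forskolin plus galanin with DMSO and 100% = forskolin alone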
# Target sequence (O60755 1-299 limits assumed): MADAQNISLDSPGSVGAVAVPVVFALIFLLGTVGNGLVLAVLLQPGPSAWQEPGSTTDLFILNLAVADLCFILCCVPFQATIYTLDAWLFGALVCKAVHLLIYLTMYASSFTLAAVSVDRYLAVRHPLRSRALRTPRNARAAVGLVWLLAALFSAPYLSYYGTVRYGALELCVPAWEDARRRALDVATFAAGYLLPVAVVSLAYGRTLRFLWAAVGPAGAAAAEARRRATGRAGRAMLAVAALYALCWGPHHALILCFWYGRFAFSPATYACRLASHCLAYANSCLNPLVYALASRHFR
# PfM18AAP inh = blocks P. falciparum M18 aspartyl aminopeptidase; recombinant PfM18AAP, H-Glu-NHMec fluorogenic cleavage; inhibition, % at 7.35 µM; 1.2% of 290,000 active; AID 1822;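 active = inhibition above the campaign mean inhibition over all tested compounds plus 3 SD, cut at about 28% in these data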;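 note: 0% = plate median of test compound wells and 100% = 2 mM ZnCl2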
# V1R ag counter = activates human V1a receptor in oxytocin agonist counter-screen; P37288; CHO-V1R cells, Fluo-8 calcium fluorescence, agonist mode; 0% DMSO, 100% 3 nM vasopressin; activation, % at 3 µM; 0.25% of 320,000 active;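 active = activation above the mean activation of all tested compounds plus 3 SD, per screening run, cut at about 20% in these data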;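 note: signal is peak over basal fluorescence ratio across a 100 second FLIPR read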
# Target sequence (P37288 whole entry, looked up): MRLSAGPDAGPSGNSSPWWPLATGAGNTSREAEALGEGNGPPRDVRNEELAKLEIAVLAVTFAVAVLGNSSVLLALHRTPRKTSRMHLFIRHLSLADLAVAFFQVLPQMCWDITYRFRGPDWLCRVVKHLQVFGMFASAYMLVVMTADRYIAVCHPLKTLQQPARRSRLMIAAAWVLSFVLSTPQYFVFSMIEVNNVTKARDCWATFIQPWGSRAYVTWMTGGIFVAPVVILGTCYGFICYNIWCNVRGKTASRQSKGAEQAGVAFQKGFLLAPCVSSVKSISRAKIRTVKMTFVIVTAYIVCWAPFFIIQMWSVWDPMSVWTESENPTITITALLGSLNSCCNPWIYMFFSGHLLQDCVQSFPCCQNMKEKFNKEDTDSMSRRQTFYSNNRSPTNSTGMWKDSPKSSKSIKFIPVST
# MEKK2mut PB1 HTS = signal of MEK5 binding to mutant human MEKK2 PB1 domain; bead flow cytometry, Alexa488-MEK5 binding to MEKK2 mutant; percent response, % at 10 µM; 0.35% of 290,000 active; AID 1530; in the data active = percent response above about 24%, passing the limit was not always enough; note: inactives centre near 1; some results filed as inactive read as strong as hits
# Numbers without * were called inactive; . = not tested or not shown; & = joins results of further samples; ! = a repeat was not active.
SMILES,OXTR potentiator,MEKK2wt PB1 HTS,NALP1 yeast inh,GPR7 antagonist,OXTR ag,GalR3 antag,PfM18AAP inh,V1R ag counter,MEKK2mut PB1 HTS
C=CCn1cnc2c(nnn2-c2ccc(Cl)cc2)c1=O,-6,101,-1,-7,-0.1,6,1,0.2,-2
CCS(=O)(=O)c1nc(S(=O)(=O)c2ccc(Cl)cc2)c(N2CCOCC2)s1,-4,101,15,-8,1.1,-7,-8,0.7,3
O=C(Nc1cccc(-c2cnc3ccccc3n2)c1)c1ccc(Cl)cc1,0,86,-18,-12,0.0,2,-5,0.1,-8
CC1CN(c2ccc(Cl)cc2)c2nc3c(c(=O)[nH]c(=O)n3C)n2C1 (stereo unspecified),.,105,12,-1,.,-13,5,.,7
CCOC(=O)N1CCN(C(=O)COC(=O)c2oc3ccc(OC)cc3c2C)CC1,-6,106,8,8,-1.8,-2,2,0.4,7
Cn1cc(C(c2ccccn2)c2cn(C)c3ccccc23)c2ccccc21,-10,113,-7,26*,6.9,-9,6,3.7,8
COc1cccc2c(O)cc(=O)n(C)c12,-5,98,20,-8,1.0,0,-2,0.8,-1
CC(=O)c1cccc(N(C(=O)c2ccco2)C(C(=O)NC2CCCC2)c2ccccc2F)c1 (stereo unspecified),-12,99,-9,-6,1.4,0,4,0.9,9
CC(C)CC(=O)N1CCN(C(=O)c2ccc(-c3ccccc3)cc2)CC1,-9,108,-9,-3,0.6,-12,-4,2.6,5
Cc1cc(C(F)(F)F)n2nc(-c3sccc3-n3cccc3)cc2n1,-12,.,-4,7,-1.8,-2,6,-1.0,.

# Some of these compounds in order of SMILES length, falling.
SMILES,OXTR potentiator,MEKK2wt PB1 HTS,NALP1 yeast inh,GPR7 antagonist,OXTR ag,GalR3 antag,PfM18AAP inh,V1R ag counter,MEKK2mut PB1 HTS
CC(=O)c1cccc(N(C(=O)c2ccco2)C(C(=O)NC2CCCC2)c2ccccc2F)c1 (stereo unspecified),-12,99,-9,-6,1.4,0,4,0.9,9
CC1CN(c2ccc(Cl)cc2)c2nc3c(c(=O)[nH]c(=O)n3C)n2C1 (stereo unspecified),.,105,12,-1,.,-13,5,.,7
COc1cccc2c(O)cc(=O)n(C)c12,-5,98,20,-8,1.0,0,-2,0.8,-1

# Single values from the entries so far.
# For OXTR potentiator, C=CCn1cnc2c(nnn2-c2ccc(Cl)cc2)c1=O has the entry -6
# For GPR7 antagonist, O=C(Nc1cccc(-c2cnc3ccccc3n2)c1)c1ccc(Cl)cc1 has the entry -12
# For PfM18AAP inh, CC(=O)c1cccc(N(C(=O)c2ccco2)C(C(=O)NC2CCCC2)c2ccccc2F)c1 (stereo unspecified) has the entry 4

# (list continues)
SMILES,OXTR potentiator,MEKK2wt PB1 HTS,NALP1 yeast inh,GPR7 antagonist,OXTR ag,GalR3 antag,PfM18AAP inh,V1R ag counter,MEKK2mut PB1 HTS
O=C(CC(O)CCc1ccccc1)c1ccc(O)cc1 (stereo unspecified),-4,.,.,.,1.1,2,.,1.9,.
Cc1coc2c1c(C)cc1oc(=O)c(CC(=O)NCC(=O)NCC(=O)O)c(C)c12,.,109,0,1,.,-3,-12,.,3
COc1ccc(S(=O)(=O)N2CCN(c3cc(-c4ccccc4)nc4ncnn34)CC2)cc1,-9,95,15,-8,0.2,-6,1,-0.2,-4
CCCc1nnc(NC(=O)c2c(O)c3c([nH]c2=O)CCCC3)s1,-6,97,6,.,-0.7,-7,.,0.2,-3
CCCNC(=O)Cc1c(C)n(C(=O)c2ccc(Cl)cc2)c2ccc(OC)cc12,-4,94,4,10,-0.6,-1,2,5.8,-6
O=C(C1CC(c2ccccc2O)=NO1)N1CCCCC1 (stereo unspecified),-4,102,14,-5,3.9,3,3,2.5,0
CC(=O)c1ccc(NC(=O)COc2ccccc2C(=O)Nc2ccccc2)cc1,-14,108,16,5,8.6,-3,4,7.0,7
CCOc1ccc(-n2cc(C(=O)Nc3cccc(C)n3)c3cc(OC)c(OC)cc3c2=O)cc1,-4,100,.,-9,-0.2,-3,-2,-0.2,1
N#C/C(=C/c1ccc(-c2ccc(S(N)(=O)=O)cc2)o1)C(=O)Nc1ccccc1,-8,101,16,-3,3.2,-4,6,2.0,7
CCN(CC)CC(=O)N1c2ccccc2CCc2ccc(NC(=O)c3cc(OC)c(OC)c(OC)c3)cc21,2,123,24,-9,-0.6,-1,-4,-0.6,13
S=c1[nH]nc(Nc2cccc(Cl)c2)s1,-20,99,-1,-3,1.6,-4,3,0.5,-3
CCN(CC)S(=O)(=O)c1cccc(NC(=O)COc2ccc(C#N)cc2OC)c1,1,102,14,-15,2.9,1,-3,5.9,-2
CCn1cnc2sc(C(=O)N3CCN(Cc4ccc5c(c4)OCO5)CC3)c(C)c2c1=O,-10,.,-9,-10,0.9,-7,0,1.1,.
COc1cc(C(c2sc3nc(C)nn3c2O)N2CCN(c3ccccc3)CC2)cc(OC)c1OC (stereo unspecified),-3,117,0,-8,-0.5,.,3,0.2,15
CS(=O)(=O)c1ncc(CO)n1Cc1ccccc1,6,99,0,-2,1.3,-6,0,0.6,1
Cc1cccc(-c2nc3c(c(SCC(=O)N(C)C)n2)CCCC3)c1,-8,96,11,-10,-2.2,-4,0,-1.6,1
O=C(CCc1nnc2n(Cc3ccc(Cl)cc3)c(=O)c3ccccc3n12)N1CCN(c2ccccn2)CC1,-8,97,6,-8,-0.8,.,3,1.5,-5
CC(=O)c1ccc(OCC(O)CN2CCN(c3ccccn3)CC2)cc1 (stereo unspecified),1,119,-1,-5,0.3,2,-3,0.5,7
CCOC(=O)c1c(NC(=O)CSc2nnc(-c3c[nH]c4ccccc34)n2CCOC)sc2c1CCCCC2,-7,100,24,-17,-0.6,.,1,0.2,4
O=C(Nc1nc2ccccc2s1)NC1CCCCC1,-10,105,-14,-10,-2.2,-10,5,-0.5,4
O=C1C(NS(=O)(=O)c2cccs2)=C(N2CCN(c3cccc(Cl)c3)CC2)C(=O)c2ccccc21,-11,96,-1,1,-1.3,-6,2,-1.0,-5
CCCn1c(SCC(=O)NC(C)C23CC4CC(CC(C4)C2)C3)n[nH]c1=O (stereo unspecified),-11,106,5,-2,-0.9,-3,-1,-0.7,15
COc1ccc(-n2c(SCC(=O)Nc3ccccc3OC)nc(O)c(Cc3ccccc3)c2=O)cc1,-3,91,16,20,-0.6,3,10,1.7,-2
c1ccc(-c2c[n+]3c(n2-c2ccccc2)CCC3)cc1,-6,90,10,0,0.6,-4,-4,0.3,-11
CC(Sc1nc2cc(Cl)ccc2s1)C(=O)Nc1ccc2c(c1)OCO2 (stereo unspecified),-2,78,19,15,-1.3,0,-1,-0.9,-10
O=C(OCC(F)(F)C(F)F)c1ccccc1C(=O)Oc1ccc(F)cc1F,6,106,-27,-12,-0.8,-7,-8,-0.4,3
O=C(CNC(=O)c1ccccc1F)OCn1nnc2ccccc2c1=O,0,.,.,.,0.6,-7,.,0.4,.
C=CCc1cc(C(=O)N2CCCCC2)ccc1O,5,101,12,-11,1.9,-7,6,1.6,-1
Cc1ccccc1OCCn1ccnc1,-2,103,.,-9,0.8,-10,-4,1.2,5
CNCC[C@H](Oc1cccc2ccccc12)c1cccs1,-14&-11,157*!,9,38*,9.3&4.4,.,16,3.8&4.0,6&15&10

# Whole records, quoted from the list. Order of values: OXTR potentiator, MEKK2wt PB1 HTS, NALP1 yeast inh, GPR7 antagonist, OXTR ag, GalR3 antag, PfM18AAP inh, V1R ag counter, MEKK2mut PB1 HTS
# `CNCC[C@H](Oc1cccc2ccccc12)c1cccs1` across the screens: -14&-11, 157*!, 9, 38*, 9.3&4.4, ., 16, 3.8&4.0, 6&15&10
# `CCCn1c(SCC(=O)NC(C)C23CC4CC(CC(C4)C2)C3)n[nH]c1=O` (stereo unspecified) across the screens: -11, 106, 5, -2, -0.9, -3, -1, -0.7, 15
# `O=C(CNC(=O)c1ccccc1F)OCn1nnc2ccccc2c1=O` across the screens: 0, ., ., ., 0.6, -7, ., 0.4, .

# More structures
SMILES,OXTR potentiator,MEKK2wt PB1 HTS,NALP1 yeast inh,GPR7 antagonist,OXTR ag,GalR3 antag,PfM18AAP inh,V1R ag counter,MEKK2mut PB1 HTS
Cc1ccc(C(=O)Cn2cccn2)cc1,-3,96,-10,-9,0.1,8,0,0.7,-2
CCOc1ccc(N(CC(=O)NC2CCCCC2)S(=O)(=O)c2ccc(C)cc2)cc1,0,96,3,-10,-0.8,-12,-3,-0.1,-1
COc1cc(CN2CCN(c3cccc(C)c3C)CC2)cc(OC)c1O,1,88,10,13,0.8,-7,16,0.0,-13
CSc1cccc(NC(=O)C2CCCN2S(=O)(=O)c2ccc(Br)s2)c1 (stereo unspecified),-7,101,5,-5,-1.4,-5,1,-0.5,-1
Cn1nc(C(F)(F)F)c(-c2ccc(Br)cc2)c1NC(=O)CSCC(=O)O,-2,104,.,-4,-0.6,-2,-8,-0.3,0
CCOc1ccc(NC(=O)CSc2nc(=O)n(Cc3cccnc3)c3c2CCC3)cc1,-3,.,.,.,-2.4,0,.,-1.1,.
O=C(CCC(=O)Nc1ccccc1Cl)NNS(=O)(=O)c1ccc(Cl)cc1,.,110,6,-4,.,0,4,.,11
O=C(CSc1nc2c([nH]c3ccccc32)c(=O)n1-c1ccccc1F)NCC1CCCO1 (stereo unspecified),-4,103,18,6,0.3,-3,-8,-0.4,6
COc1cc(OC)c(-c2sc(Nc3ccccc3)n[n+]2-c2ccc(F)cc2)cc1OC,0,88,-4,3,-0.1,-2,-2,-0.4,-9
Cc1c(NC(=O)OC(C)C)sc(=S)n1C,-9,98,9,-8,5.9,-12,-4,1.3,0
Cc1cc(N2CCN(C3CCCC3)CC2)n2c(nc3ccccc32)c1C#N,7,98,2,13,-1.6,0,-1,1.2,-1
COc1ccc(CC(NC(C)=O)C(=O)NC2CCN(S(=O)(=O)c3ccccc3)CC2)cc1OC (stereo unspecified),-7,111,6,-13,-1.2,-4,4,0.2,2
C/C(=N\OC(=O)c1ccc(C)cc1)c1c(C)nc2cc(C)ccn12,-2,101,-3,-6,-0.8,-2,2,-0.2,0
Cc1ccccc1S(=O)(=O)N1[C@@H](c2ccc(Cl)cc2)C(C(=O)O)=CC[C@H]1c1ccc(Cl)cc1,-6,.,.,.,-1.9,-6,.,-0.2,.
CCOC(=O)C(C)Oc1ccc2c(CC)cc(=O)oc2c1C (stereo unspecified),-1,91,15,-5,0.6,-3,0,1.4,-7
CN(C(=O)c1cccs1)c1ccccc1C(=O)O,-11,92,10,-12,1.2,-4,-7,-1.3,-10
CN(C(=O)c1ccc(NC(=O)Cc2ccc(NC(=O)C3CCN(C(=O)C4CCCCC4)CC3)cc2)cc1)C1CC1,-1,.,.,.,-0.1,2,.,0.6,.
O=C(O)COCC(=O)N1CCN(C(c2ccccc2)c2ccccc2)CC1,2,98,.,-6,0.9,0,-15,1.0,0
